# Rac1 wt modul = wildtype Rac1 GTP binding modulators, primary screen, biochemical, GST-Rac1 beads, flow cytometry, multiplex. 190,000 tested, 0.27% active. GTP binding activity (% of control), % at 10 µM. Ras-related C3 botulinum toxin substrate 1 (Homo sapiens), P63000. fluorescent GTP binding; actives lie on both sides; 0 = cold GTP competed, 100 = untreated;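 active = GTP binding activity at least 20 points away from the 100% control level, either lower or higher; inconclusive = compound flagged as likely green fluorescent, judged across all proteins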
# HRas wt GTP = modulators of GTP binding to HRas wildtype, primary screen, biochemical, bead-based flow cytometry, multiplex. GTPase HRas (Homo sapiens), P01112. GST-Ras wt beads, Bodipy-FL-GTP binding; actives lie on both sides. GTP binding activity, % at 10 µM. 190,000 tested, 0.14% active;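 active = GTP binding activity at least 20% away from the 100% baseline, either lowered as inhibitor or raised as activator; inconclusive = flagged as likely green fluorescent, judged across all proteins in the well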;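 note: 0% = unlabeled GTP competition control and 100% = no-compound control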
# Mcl1-Noxa inh = Mcl-1/Noxa binding inhibitors, primary screen, biochemical, TR-FRET, 1536-well; TR-FRET Mcl-1/Noxa peptide binding, 2 h; inhibition, % at 21.7 µM; 220,000 tested, 1.5% active; AID 1022, 2008;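 active = compounds that cut the protein-peptide binding signal by more than 50% relative to plate controls in a single-dose test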;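 note: His-tagged Mcl-1 with rhodamine Noxa BH3 peptide and terbium anti-His antibody; 0% = Mcl-1 plus Noxa peptide wells and 100% = peptide-only wells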
# Target sequence (Q07820 whole entry, looked up): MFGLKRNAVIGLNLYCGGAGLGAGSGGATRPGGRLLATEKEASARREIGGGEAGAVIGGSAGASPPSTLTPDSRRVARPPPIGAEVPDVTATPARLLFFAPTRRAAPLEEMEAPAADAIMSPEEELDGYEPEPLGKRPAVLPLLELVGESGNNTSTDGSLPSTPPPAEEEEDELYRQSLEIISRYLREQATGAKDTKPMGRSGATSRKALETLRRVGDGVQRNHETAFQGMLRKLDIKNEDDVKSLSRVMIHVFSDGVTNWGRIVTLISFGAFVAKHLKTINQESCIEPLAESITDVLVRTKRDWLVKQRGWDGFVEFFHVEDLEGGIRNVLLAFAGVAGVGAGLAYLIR
# Rab2 wt GTP = modulators of GTP binding to Rab2A wildtype, primary screen, biochemical, dog, bead-based flow cytometry, multiplex | GST-Rab2 wt beads, Bodipy-GTP binding | AID 760, 2007 | 190,000 tested, 0.19% active | GTP binding activity, % at 10 µM | Ras-related protein Rab-2A (Canis lupus familiaris), P61105;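 active = GTP binding activity at least 20 points away from 100%, either lowered or raised; inconclusive = signal likely due to the compound's own green fluorescence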;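 note: 0% = beads with excess unlabeled GTP and 100% = no-compound control corrected for plate trend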
# Cdc42 wt = modulators of GTP binding to wildtype Cdc42, primary screen, biochemical, multiplex bead flow cytometry, Bodipy-GTP. percent activity (GTP binding), % at 10 µM. 190,000 tested, 0.2% active. GST-Cdc42 beads; actives lie on both sides. Cell division control protein 42 homolog (Homo sapiens), P60953;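 active = percent activity GTP binding at least 20 points away from the 100% baseline, either down as inhibitor or up as activator; inconclusive = compound flagged as likely green fluorescent from well-wide comparison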;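 note: median bead fluorescence of bound Bodipy-FL-GTP at 100 nM; 0% = excess unlabeled GTP control and 100% = no compound control; below 100% means less GTP binding so inhibitor and above means activator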
# Rab7 wt modul = modulators of GTP binding to Rab7, primary screen, biochemical, wildtype, multiplex bead flow cytometry. Rab7 GTPase wild type (dog), Bodipy-FL-GTP binding. 190,000 tested, 0.055% active. GST-Rab7 beads, fluorescent GTP binding; actives lie on both sides; untreated = 100%, excess cold GTP = 0%. GTP binding activity (percent of control), % at 10 µM. AID 758, 2007;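 active = fluorescent GTP binding to Rab7 beads changed by at least 20 points from the 100% baseline, either direction, mostly lower; inconclusive = compound itself probably fluorescent, or too few beads counted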;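 note: median green fluorescence of bound Bodipy-FL-GTP per Rab7 bead population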
# ABCB1 inh = ABCB1 efflux pump inhibitors, primary screen, cell-based, multiplex, flow cytometry, ABCG2 counter-screen | inhibition, % at 6.6 µM | ATP-dependent translocase ABCB1 (Homo sapiens), P08183 | CCRF-Adr cells, JC-1 efflux | 190,000 tested, 0.067% active | AID 1326, 2008; in the data active = inhibition above about 40%;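 note: 0% = vehicle and 100% = reference inhibitor; higher value means more JC-1 retained so stronger ABCB1 efflux block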
# Rac1 mut GTP = GTP binding modulators of activated mutant Rac1, primary screen, biochemical, bead-based flow cytometry, multiplex, fluorescent GTP. GST-Rac1 activated beads; actives lie on both sides; 100% means binding = to untreated wells. percent activity (GTP binding), % at 10 µM. 190,000 tested, 0.11% active. Ras-related C3 botulinum toxin substrate 1 (Homo sapiens), P63000. AID 764, 2007;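 active = GTP binding at least 20 percentage points away from the 100% baseline, in either direction, so actives lie on both sides; inconclusive = Compound likely fluorescent itself, or too few beads counted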
# ABCG2 inh = ABCG2 efflux pump inhibitors, primary screen, multiplex with ABCB1, IgMXP3 cells, flow cytometry. 190,000 tested, 0.1% active. Broad substrate specificity ATP-binding cassette transporter ABCG2 (Homo sapiens), Q9UNQ0. AID 1325, 2008. inhibition, % at 6.6 µM. JC-1 efflux;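 active = inhibition above 80%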;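 note: 0% = DMSO and 100% = nicardipine control wells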
# Target sequence (Q9UNQ0 whole entry, looked up): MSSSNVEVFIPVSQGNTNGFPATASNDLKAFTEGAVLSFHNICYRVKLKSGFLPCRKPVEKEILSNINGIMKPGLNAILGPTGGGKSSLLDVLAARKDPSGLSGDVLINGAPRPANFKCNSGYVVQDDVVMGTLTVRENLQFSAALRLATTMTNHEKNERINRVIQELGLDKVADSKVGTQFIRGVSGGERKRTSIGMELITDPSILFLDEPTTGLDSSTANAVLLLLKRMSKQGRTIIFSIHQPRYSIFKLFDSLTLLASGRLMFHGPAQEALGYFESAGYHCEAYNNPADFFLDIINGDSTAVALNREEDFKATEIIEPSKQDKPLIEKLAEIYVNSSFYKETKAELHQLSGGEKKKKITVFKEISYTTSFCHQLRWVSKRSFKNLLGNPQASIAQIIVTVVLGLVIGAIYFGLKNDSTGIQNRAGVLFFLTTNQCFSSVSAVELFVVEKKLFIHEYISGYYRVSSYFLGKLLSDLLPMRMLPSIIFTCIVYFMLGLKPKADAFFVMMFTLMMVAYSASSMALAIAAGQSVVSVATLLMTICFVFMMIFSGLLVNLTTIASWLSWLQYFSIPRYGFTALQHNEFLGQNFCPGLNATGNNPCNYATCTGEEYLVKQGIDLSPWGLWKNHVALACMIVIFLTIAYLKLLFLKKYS
#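 Test system: IgMXP3 (ABCG2) plus far-red-tagged CCRF-Adr (ABCB1) cells / Amount: 3 million cells/mL in well / Reagent: JC-1 transporter substrate / Timing: 10 min compound exposure, 25 °C / Signal: flow cytometry, 530 nm JC-1 signal / Read-out: percent efflux inhibition, scaled nicardipine 100% to DMSO 0% / Benchmarks: nicardipine as high control, DMSO as low control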
# Pf gamet viab = late stage P. falciparum gametocyte viability inhibitors, primary screen, ATP luminescence, HTS. P. falciparum stage V gametocytes, 24 h. inhibition, % at 10.9 µM. 150,000 tested, 0.065% active. AID 743093, 2013;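 active = inhibition above the mean plus 3 SD of compounds within the control limits, set per campaign, cut at about 38% in these data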;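 note: 0% = DMSO wells and 100% = medium only without gametocytes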
# Avidin fluor = green autofluorescence of compounds with avidin beads – biophysical, 488/530 nm, flow cytometry, artefact control, profiling panel. compound fluorescence 488/530 nm; hits give high values. AID 1775, 2009. fluorescence (KMESF) at 10 µM. 220,000 tested, 0.38% active; in the data active = fluorescence above about 47; note: inactives centre near 10
# An asterisk follows results filed as active; ? = inconclusive; . = no result given; [ ] = another dose, or the depositor's remark. Outcome played no part in choosing rows; 2.3% or so of the library scored in one or more.
SMILES,Rac1 wt modul,HRas wt GTP,Mcl1-Noxa inh,Rab2 wt GTP,Cdc42 wt,Rab7 wt modul,ABCB1 inh,Rac1 mut GTP,ABCG2 inh,Pf gamet viab,Avidin fluor
CN(CC(=O)Nc1ccccc1F)CC(=O)Nc1ccccc1Br,96,101,17,101,97,105,-0.2,95,-1,.,31
Cc1nc(NC(=O)c2ccc([N+](=O)[O-])cc2Cl)sc1C(=O)N(C)C,105,99,41,97,101,98,-0.5,98,-2,16,1
Cc1cccc(NC2=C/C(=N/S(=O)(=O)c3cccs3)c3ccccc3C2=O)c1,106,104,4,105,102,110,0.9,103,11,-8,4
O=C(Cn1ccc2ccccc2c1=O)NCCC(=O)N1CCN(c2cccc(C(F)(F)F)c2)CC1,98,102,-2,102,101,97,0.5,99,2,.,14
CC(C)OC(=O)c1cccnc1N1CCN(c2cccc(Cl)c2)CC1,99,96,11,99,95,99,2.4,97,8,.,11
Cn1nnnc1Sc1ncnc2scc(-c3ccccc3)c12,104,104,25,104,104,102,-0.1,99,0,.,4
C#CCOCCOCCOCCNc1nc(N2CCN(C(=O)[C@H]([C@@H](C)CC)n3cc(CCCN=C(N)N)nn3)CC2)nc(N2CCN(C(=O)[C@H]([C@@H](C)CC)n3cc(CCCN=C(N)N)nn3)CC2)n1,109,105,25,106,105,104,-0.1,102,-3,.,11
COc1ccccc1NC(=O)CSc1nnc(Cn2c(=O)sc3ccccc32)n1C,104,99,5,102,102,100,1.2,99,3,.,24
Cc1ccc(NC(=O)c2cc([N+](=O)[O-])ccc2NCc2cccnc2)cc1Cl,104,104,-12,103,105,99,0.2,101,0,.,6
CCn1cc(C(=O)O)c(=O)c2cc(F)c(N3CCN(S(=O)(=O)c4ccc5c(c4)OCCO5)CC3)cc21,97,97,-83,94,93,102,0.4,92,2,13,10
Cc1ccc(NC(=O)CSc2nnc(C)c(=O)n2N)cc1,98,95,-6,95,96,98,0.8,97,1,7,24
COC(=O)c1cn[nH]c1NC(=S)Nc1ccc(Cl)c(Cl)c1,105,99,-2,98,97,102,-0.1,97,7,.,11
O=C(c1ccc(N2CCCCC2)c([N+](=O)[O-])c1)N1CCOCC1,103,106,1,105,105,105,0.3,102,2,-5,5
Cc1cc(Cl)c(S(=O)(=O)N2CCCC2)cc1OCC(=O)NC1CCCCC1,108,103,-7,100,106,103,1.2,103,15,-6,12
C=COCCNC(=O)Nc1ccc(Cl)c(Cl)c1,100,96,16,97,98,100,-0.3,97,56,.,13
CCCOc1cccc(C(=O)N(Cc2ccco2)C2CCS(=O)(=O)C2)c1 (stereo unspecified),99,99,8,98,99,101,1.0,95,3,.,23
COCCn1c(=S)[nH]c2cc(C(=O)N3CCc4ccccc4C3)ccc2c1=O,124*[activator],102,26,103,104,103,-0.1,95,3,-17,18
CS(=O)(=O)n1nc(C(=O)N2CCOCC2)nc1N,106,97,21,98,101,102,1.1,98,1,21,7
Cn1c(CN2CCCCC2)c(C#N)c2ccccc21,101,102,6,102,103,103,0.6,98,3,.,11
Cc1c(-c2ccccn2)c(=O)[nH]n1-c1ccc(F)cc1,96,98,19,95,96,97,0.5,95,15,.,10

# One compound at a time, from the list above. Order of values: Rac1 wt modul	HRas wt GTP	Mcl1-Noxa inh	Rab2 wt GTP	Cdc42 wt	Rab7 wt modul	ABCB1 inh	Rac1 mut GTP	ABCG2 inh	Pf gamet viab	Avidin fluor
# Entry for O=C(c1ccc(N2CCCCC2)c([N+](=O)[O-])c1)N1CCOCC1 : 103	106	1	105	105	105	0.3	102	2	-5	5
# Entry for C=COCCNC(=O)Nc1ccc(Cl)c(Cl)c1 : 100	96	16	97	98	100	-0.3	97	56	.	13

# An excerpt of these results, with values under each structure:
# Results follow in this order: Rac1 wt modul | HRas wt GTP | Mcl1-Noxa inh | Rab2 wt GTP | Cdc42 wt | Rab7 wt modul | ABCB1 inh | Rac1 mut GTP | ABCG2 inh | Pf gamet viab | Avidin fluor
- COC(=O)c1cn[nH]c1NC(=S)Nc1ccc(Cl)c(Cl)c1
 : 105 | 99 | -2 | 98 | 97 | 102 | -0.1 | 97 | 7 | . | 11
- O=C(c1ccc(N2CCCCC2)c([N+](=O)[O-])c1)N1CCOCC1
 : 103 | 106 | 1 | 105 | 105 | 105 | 0.3 | 102 | 2 | -5 | 5
- Cc1cc(Cl)c(S(=O)(=O)N2CCCC2)cc1OCC(=O)NC1CCCCC1
 : 108 | 103 | -7 | 100 | 106 | 103 | 1.2 | 103 | 15 | -6 | 12
- C=COCCNC(=O)Nc1ccc(Cl)c(Cl)c1
 : 100 | 96 | 16 | 97 | 98 | 100 | -0.3 | 97 | 56 | . | 13

# Later entries
SMILES,Rac1 wt modul,HRas wt GTP,Mcl1-Noxa inh,Rab2 wt GTP,Cdc42 wt,Rab7 wt modul,ABCB1 inh,Rac1 mut GTP,ABCG2 inh,Pf gamet viab,Avidin fluor
O=c1c(Cc2c(F)cccc2Cl)c(O)ccn1CCCn1ccnc1,99,95,16,98,103,94,1.0,93,5,-17,11
CCOC(=O)N1CCN(C(=O)CCN2C(=O)COc3ccc(C)cc32)CC1,96,97,4,95,97,96,-0.3,95,1,3,8
CCOC(=O)c1c(N)nn(C(=O)c2ccccc2)c1-c1ccccc1,102,102,8,104,102,108,0.6,99,2,-8,9
Cc1cc(C)cc(NC(=O)CC2NCCNC2=O)c1 (stereo unspecified),112,107,22,106,105,107,0.4,102,1,5,10
Cc1nn(Cc2ccc([N+](=O)[O-])cc2)c(=O)n1-c1ccc(Cl)cc1,94,96,-2,101,96,105,-0.1,98,5,11,8
NC(=O)c1ccsc1NC(=O)C1CCCN1S(=O)(=O)c1ccc(Cl)cc1 (stereo unspecified),95,98,21,98,96,98,1.3,95,5,-14,15
CC(=O)NCCCc1nc2ccccc2n1Cc1ccc(C)cc1,103,103,5,102,103,102,0.2,100,0,-19,8
COc1ccccc1N1CCN(c2nnc(-c3ccc(F)cc3)c3ccccc23)CC1,102,101,7,102,101,102,0.3,102,0,-16,5
COc1cc(/C=C/C(=O)N(C)c2ccccc2C(=O)O)cc(OC)c1OC,100,102,-5,103,106,100,0.6,99,3,.,11
COc1cccc(NC(=O)c2oc3ccccc3c2NC(=O)c2ccc3c(c2)OCO3)c1,105,104,-11,102,105,105,-2.9,100,-4,13,12
Cc1cccc2c1[nH]c1nc(N/N=C\c3ccco3)nnc12,97,97,25,98,98,99,-0.2,98,1,.,8
O=C(c1cc2cc([N+](=O)[O-])ccc2oc1=O)N1CCOCC1,?,?,5,?,?,?,0.9,?,4,9,8
COc1ccc(CCN2C(=O)CS/C2=N\NC(=O)c2ccc(C(C)(C)C)cc2)cc1OC,103,104,8,102,103,100,2.6,102,15,.,17
O=S1(=O)N=C(N2CCOCC2)c2ccccc21,100,99,-10,98,99,97,-0.1,96,0,22,5
CCOP(=O)(OCC)c1nc(-c2cccc3ccccc23)oc1NCCc1ccc(OC)cc1,103,100,26,101,98,98,5.1,99,46,14,15
COCCC1CCCCN1Cc1cn(-c2ccccc2)nc1-c1ccc2c(c1)OCO2 (stereo unspecified),97,98,8,100,95,106,0.7,96,0,1,10
C=CCNC(=O)NC(=S)c1ccccc1,94,98,-12,96,96,97,1.0,97,4,-33,7
Cc1cc([N+](=O)[O-])ccc1NC(=O)Nc1ccc(F)cc1F,98,98,4,100,95,104,0.0,94,13,-18,11
O=C1CCC(=O)N1c1ccc(S(=O)(=O)N2CCCC2)cc1,100,96,-15,97,98,96,0.8,98,2,-6,11
Cc1cccc(C2NC(=O)c3c(sc(C)c3C)N2)c1O (stereo unspecified),105,103,10,102,107,101,0.3,102,2,.,36
COc1ccc2[nH]c3c(=O)n(CCCCC(=O)NCCC(C)C)c(=S)[nH]c3c2c1,94,94,20,95,92,96,1.0,95,-4,14,11
Cc1ccc(OCc2nnc(SCc3ccc(C#N)cc3)n2-c2ccc(C)cc2)cc1,102,100,23,100,100,103,1.7,97,7,.,8
COCCCNS(=O)(=O)c1ccc(OC)c(Cl)c1Cl,102,99,-10,100,102,100,0.2,97,1,4,13
CCOC(=O)c1c(C)[nH]c(C)c1C(=O)COC(=O)c1ccc(S(=O)(=O)N(CC)CC)cc1,102,102,0,101,102,98,-2.1,99,3,-13,23
Cc1c(C(C)C)c(=O)n(-c2ccc(S(=O)(=O)NC3CCCCC3)cc2)n1C,101,98,-6,97,99,94,0.3,99,3,-13,5
Cc1cc(Cl)ccc1OCC(=O)N1CCN(c2ncccn2)CC1,?,?,4,?,?,?,0.8,?,3,-11,23
Cn1c(=O)c2[nH]c(CNCc3ccccc3Cl)nc2n(C)c1=O,100,100,-17,99,101,99,0.1,99,2,-7,19
CCOC(=O)C1=C(C(C)=O)C(c2cccnc2)C(C#N)=C(N)O1 (stereo unspecified),96,97,-5,99,97,101,-0.1,97,0,.,32
CCOC(=O)c1[nH]c2ccccc2c1NC(=S)Nc1cc(C)ccc1C,103,100,-21,100,101,99,0.2,99,3,.,5
COC(=O)c1cc(C(=O)Nc2nnc(CC(C)(C)C)s2)cc([N+](=O)[O-])c1,92,92,22,90,91,97,1.5,93,11,.,2
COc1ccc(CCNC(=O)c2cccnc2)cc1,99,100,1,98,101,98,0.2,98,2,.,5
CCCCC(=O)Nc1nn(CC(C)C)c2nc3ccccc3cc12,98,99,17,97,99,97,1.3,97,24,-4,8
O=C(Nc1sc2c(c1C(=O)N1CCOCC1)CCCCC2)c1cccnc1,94,92,-3,91,92,90,0.0,95,0,8,22
